PDI inh = inhibitors of human PDI, primary screen, biochemical, turbidity, single point, plate reader. Protein disulfide-isomerase (Homo sapiens), P07237. PDI insulin aggregation turbidity, A650, 90 min. inhibition, % at 10 µM. 0.052% of 350,000 active. AID 588391, 2011;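 active means mean inhibition across replicates of 30% or more, whatever share of single replicates reach that level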;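 further: absorbance from insulin aggregation driven by PDI reduction with DTT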
ABCB6 inh 2 = ABCB6 transporter inhibitors, primary screen, K562-ABCB6 cells, flow cytometry, MLPCN library. ATP-binding cassette sub-family B member 6 (Homo sapiens), Q9NP58. K562-ABCB6 porphyrin accumulation, 1 h; hits give low values. fluorescence ratio to DMSO, % at 10 µM. 0.19% of 360,000 active. AID 602162, 2011;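 active means fluorescence ratio to DMSO below 75%, the collection mean minus 3 SD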;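 further: signal is porphyrin accumulated inside mitochondria; 100% equals median channel fluorescence of DMSO control wells; lower ratio means ABCB6 inhibition with less porphyrin fluorescence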
Target sequence (Q9NP58 whole entry, looked up): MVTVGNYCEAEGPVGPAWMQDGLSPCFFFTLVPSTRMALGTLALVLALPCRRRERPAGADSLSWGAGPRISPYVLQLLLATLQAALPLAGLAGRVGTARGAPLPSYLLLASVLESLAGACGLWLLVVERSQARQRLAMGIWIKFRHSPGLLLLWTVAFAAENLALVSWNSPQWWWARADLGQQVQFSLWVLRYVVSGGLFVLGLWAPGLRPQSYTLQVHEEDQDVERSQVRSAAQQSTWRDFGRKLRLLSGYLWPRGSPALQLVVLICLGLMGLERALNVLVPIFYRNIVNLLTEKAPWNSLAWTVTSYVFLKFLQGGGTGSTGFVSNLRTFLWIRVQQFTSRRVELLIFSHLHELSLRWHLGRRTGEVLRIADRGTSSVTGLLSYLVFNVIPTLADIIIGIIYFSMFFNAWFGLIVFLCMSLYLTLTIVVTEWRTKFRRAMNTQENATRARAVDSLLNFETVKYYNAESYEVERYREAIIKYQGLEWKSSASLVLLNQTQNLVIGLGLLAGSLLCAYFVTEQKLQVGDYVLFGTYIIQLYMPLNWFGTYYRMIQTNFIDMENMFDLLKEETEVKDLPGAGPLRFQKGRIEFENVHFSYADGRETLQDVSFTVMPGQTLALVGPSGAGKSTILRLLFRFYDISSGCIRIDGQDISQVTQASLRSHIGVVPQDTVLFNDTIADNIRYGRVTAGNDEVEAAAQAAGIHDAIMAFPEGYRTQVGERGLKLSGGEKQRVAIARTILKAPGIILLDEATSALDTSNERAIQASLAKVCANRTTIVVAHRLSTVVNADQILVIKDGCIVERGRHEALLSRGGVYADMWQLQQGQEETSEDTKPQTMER
Glyco luc inh = increase of ERlucT glycosylation luciferase signal, primary screen, N-linked glycosylation inhibitor project, D54 ERlucT cells, luminescence, set 2; D54 ERlucT glycosylation luciferase reporter, 24 h; percent of 100 nM tunicamycin response; reporter increase, % at 12.5 µM; 0.23% of 360,000 active;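 active means mean luciferase reporter signal, scaled so untreated is 0 and the glycosylation-blocking control 100, at or above a set limit in every replicate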;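 further: luciferase carries N-glycosylation sites so blocking glycosylation raises the light; 0% = median of neutral control wells and 100% = median of 100 nM tunicamycin wells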
CaV13 ICDI inh = Primary screen for inhibitors of IQ motif and Ca2+-dependent inactivation inhibitor domain binding in CACNA1D, Förster resonance energy transfer in living cells, …; HEK cells, CFP/YFP FRET ICDI-IQ, plate reader, 10 min; percent FRET-ratio fall versus neutral wells; inhibition, % at 12.3 µM; 0.098% of 340,000 active; AID 743397;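 active means mean replicate inhibition of at least 30% and at least 1% of replicates passing that level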;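 further: 0% = median of the neutral control wells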
aDG glyco act = activators of alpha-DG glycosylation, primary screen, uHTS, Pro5-aDG cells, AlphaScreen | alpha-DG glycosylation AlphaScreen (IIH6); 0% Pro5, 100% B10-LARGE cell signal | activation, % at 10 µM | 0.22% of 360,000 active | AID 624168, 2012;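 active means activation of at least 8% versus controls, or a plate z-score of at least 8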;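 further: Pro5 are CHO cells carrying HIG-tagged alpha-DG that lacks glycosylation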
H9c2 protect = cardioprotection against H2O2-induced cell death, primary screen, uHTS, H9c2 cells, ATPLite luminescence. H9c2 cardiomyocytes, H2O2 injury protection, 2 h. protection from H2O2 cell death, % at 20 µM. 0.63% of 360,000 active. AID 588492, 2011;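 active means compounds giving at least 50% protection of heart cells from peroxide-induced death in the single-dose screen, raw or plate-pattern-corrected value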;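 further: 0% = DMSO wells with peroxide and 100% = DMSO wells without peroxide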
Vif imaging = HIV Vif self-association inhibitors, primary screen, imaging, HEK293T, single point | 0.35% of 340,000 active | AID 602346, 2012 | HEK293T cells, Vif self-association by quenched fluorescence, 24 h | inhibition, % at 7.49 µM; in the data active means inhibition above about 50%, passing the limit was not always enough; further: some results filed as inactive read as strong as hits
MC4R barr agon = MC4R agonists recruiting beta-arrestin, primary screen, cell-based, luminescence, agonist arm of biased-ligand search; 0.98% of 360,000 active; activation, % at 8.9 µM; U2OS MC4R beta-arrestin complementation; percent of melanotan II response, DMSO zero; Melanocortin receptor 4 (Homo sapiens), P32245;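 active means activation above a per-plate cutoff, the mean activation of sample wells on that plate plus 3 SD, cut at about 8% in these data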
MC4R antag cAMP = MC4R antagonists of cAMP signaling, primary screen, cell-based, TR-FRET, antagonist arm of biased-ligand search; Melanocortin receptor 4 (Homo sapiens), P32245; MC4R-expressing cells, MTII-stimulated cAMP, LANCE TR-FRET; inhibition, % at 6.5 µM; 0.48% of 360,000 active; AID 540295, 2011;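 active means inhibition above its plate's cutoff, the mean of tested wells on that plate plus 3 SD, cut at about 29% in these data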;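 further: 0% = Melanotan II alone and 100% = Melanotan II plus saturating MCL0020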
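Assay system: U2OS cells stably expressing human melanocortin 4 receptor (MC4R) / Dosing: 6.5 µM / Timing: compound 30 min, challenge 1 h, detection 1 h / Measured by: Eu-cAMP/anti-cAMP TR-FRET, emission 671 nm / Replicates: singlicate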
m5-HT2A agonist = mouse Htr2a agonists via beta-arrestin recruitment, primary screen, cell-based, luminescence | 5-hydroxytryptamine receptor 2A (Mus musculus), P35363 | activation, % at 7.6 µM | 0.66% of 360,000 active | CHO-K1 mHTR2A beta-arrestin complementation; percent of 30 µM serotonin response;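 active means activation above a run cutoff, the mean activation of all tested compounds plus 3 SD, cut at about 14% in these data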;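 further: 0% = plate median of compound wells and 100% = 30 µM serotonin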
* hit, by the source's call.

What do the screens show for `O=C(OCc1nc2ccccc2[nH]1)C12CC3CC(CC(C3)C1)C2`?
PDI inh: 1; ABCB6 inh 2: 94; Glyco luc inh: 1; CaV13 ICDI inh: -9; aDG glyco act: 0.1; H9c2 protect: -9; Vif imaging: 0; MC4R barr agon: 0.8; MC4R antag cAMP: 6; m5-HT2A agonist: -1

How did COC(=O)C(O)(NC(=O)NC(C)=O)C(F)(F)F (stereo not drawn) do in these assays?
PDI inh: 3; ABCB6 inh 2: 99; Glyco luc inh: 0; CaV13 ICDI inh: 0; aDG glyco act: 0.1; H9c2 protect: 2; Vif imaging: -27; MC4R barr agon: 3.6; MC4R antag cAMP: -5; m5-HT2A agonist: 6

Results for C/C(=N\NC(=O)c1ccc(NS(=O)(=O)c2cccs2)cc1)c1ccc(C(C)(C)C)cc1 ?
PDI inh: 2; ABCB6 inh 2: 101; Glyco luc inh: -2; CaV13 ICDI inh: 6; aDG glyco act: 0.2; H9c2 protect: 0; Vif imaging: 3; MC4R barr agon: -3.1; MC4R antag cAMP: 1; m5-HT2A agonist: 1

Results for Cc1ccc(NC(=S)Nc2cccc(-c3n[nH]c(=S)o3)c2)cc1 ?
PDI inh: -3; ABCB6 inh 2: 95; Glyco luc inh: 0; CaV13 ICDI inh: -5; aDG glyco act: -0.2; H9c2 protect: -3; Vif imaging: -11; MC4R barr agon: -3.5; MC4R antag cAMP: 37*; m5-HT2A agonist: -4

What do the screens show for `COc1cc(CNCc2ccccc2C(F)(F)F)cc(OC)c1`?
PDI inh: 5; ABCB6 inh 2: 100; Glyco luc inh: -1; CaV13 ICDI inh: -6; aDG glyco act: -0.1; H9c2 protect: 1; Vif imaging: 6; MC4R barr agon: -0.6; MC4R antag cAMP: -4; m5-HT2A agonist: -2

How did COc1ccc2ccccc2c1C=NN1CCCCC1 do in these assays?
PDI inh: 0; ABCB6 inh 2: 91; Glyco luc inh: 0; CaV13 ICDI inh: -6; aDG glyco act: -0.5; H9c2 protect: -8; Vif imaging: 3; MC4R barr agon: 1.2; MC4R antag cAMP: -3; m5-HT2A agonist: -3

What do the screens show for `CC(=O)Oc1ccc2c(=O)c(-c3ccccc3)coc2c1`?
PDI inh: 7; ABCB6 inh 2: 88; Glyco luc inh: 1; CaV13 ICDI inh: -6; aDG glyco act: -0.1; H9c2 protect: -2; Vif imaging: 3; MC4R barr agon: -0.3; MC4R antag cAMP: -9; m5-HT2A agonist: -6

Results for O=C(CN1c2ccccc2S(=O)(=O)c2ccccc21)Nc1ccccc1F ?
PDI inh: -9; ABCB6 inh 2: 101; Glyco luc inh: -2; CaV13 ICDI inh: -4; aDG glyco act: 0.2; H9c2 protect: 0; Vif imaging: 0; MC4R barr agon: 0.5; MC4R antag cAMP: -5; m5-HT2A agonist: 1

Results for COc1ccc(-n2cnnc2SCc2ncc(-c3ccccc3)o2)cc1 ?
PDI inh: 3; ABCB6 inh 2: 92; Glyco luc inh: 1; CaV13 ICDI inh: -4; aDG glyco act: -0.1; H9c2 protect: -3; Vif imaging: -4; MC4R barr agon: -1.3; MC4R antag cAMP: -5; m5-HT2A agonist: 4

What do the screens show for `O=C(NC1CCCCC1)C(c1ccc2ncccc2c1)N(Cc1cccs1)C(=O)c1cccs1` (stereo not drawn)?
PDI inh: 11; ABCB6 inh 2: 93; Glyco luc inh: -4; aDG glyco act: 0.1; H9c2 protect: 51*; Vif imaging: -7; MC4R barr agon: 1.5; MC4R antag cAMP: 20; m5-HT2A agonist: 0

Results for NC(=O)CSc1nnc(C2CC2)n1Cc1ccccc1 ?
PDI inh: 2; ABCB6 inh 2: 88; Glyco luc inh: 1; CaV13 ICDI inh: -5; aDG glyco act: -0.1; H9c2 protect: 8; Vif imaging: 17; MC4R barr agon: -2.4; MC4R antag cAMP: 0; m5-HT2A agonist: 0

Results for CCOC(=O)N1CCN(C(=O)/C=C/c2ccc3c(c2)OCO3)CC1 ?
PDI inh: -7; ABCB6 inh 2: 98; Glyco luc inh: 0; aDG glyco act: -0.1; H9c2 protect: -1; Vif imaging: 3; MC4R barr agon: -2.0; MC4R antag cAMP: 1; m5-HT2A agonist: 4

How did NC(=O)CC(NC(=O)Cc1ccc(Cl)cc1)c1ccc(NC2CCCCC2)c([N+](=O)[O-])c1 (stereo not drawn) do in these assays?
PDI inh: 0; ABCB6 inh 2: 100; Glyco luc inh: 45*; CaV13 ICDI inh: -12; aDG glyco act: -0.2; H9c2 protect: 1; MC4R barr agon: -1.8; MC4R antag cAMP: 10; m5-HT2A agonist: 0

How did O=C(O)Cc1c(-c2ccccc2Cl)c2cc(Br)ccc2[nH]c1=O do in these assays?
PDI inh: 5; ABCB6 inh 2: 99; Glyco luc inh: 0; CaV13 ICDI inh: -16; aDG glyco act: 0.0; H9c2 protect: -4; Vif imaging: 6; MC4R barr agon: -2.3; MC4R antag cAMP: 5; m5-HT2A agonist: -2

How did CC(=O)c1sc(C(C)(C)C)cc1NC(=O)c1ccccc1C(=O)O do in these assays?
PDI inh: -4; ABCB6 inh 2: 104; Glyco luc inh: 3; CaV13 ICDI inh: -3; aDG glyco act: 0.0; H9c2 protect: -3; MC4R barr agon: -1.4; MC4R antag cAMP: 36*; m5-HT2A agonist: 2

Results for Cc1cc(C)c(NC(=O)COC(=O)c2nc3nccc(C)n3n2)c(Cl)c1 ?
PDI inh: -22; ABCB6 inh 2: 99; Glyco luc inh: 1; CaV13 ICDI inh: -5; aDG glyco act: -0.1; H9c2 protect: -1; Vif imaging: -3; MC4R barr agon: -0.6; MC4R antag cAMP: 3; m5-HT2A agonist: -6

How did CCOC(=O)Cc1csc(NC(=O)CSc2nncn2C)n1 do in these assays?
PDI inh: -5; ABCB6 inh 2: 101; Glyco luc inh: 2; CaV13 ICDI inh: -5; aDG glyco act: 0.1; H9c2 protect: -5; Vif imaging: 2; MC4R barr agon: 0.6; MC4R antag cAMP: 9; m5-HT2A agonist: -1

What do the screens show for `COc1ccc2c(c1)[C@H]1[C@H](CO2)[C@H](c2ccccc2)[C@]2(C)C(=O)Nc3cc(Cl)ccc3C(=O)N12`?
PDI inh: 1; ABCB6 inh 2: 102; Glyco luc inh: 64*; aDG glyco act: -0.5; H9c2 protect: -9; Vif imaging: -5; MC4R barr agon: 0.6; MC4R antag cAMP: 8; m5-HT2A agonist: -4

Results for Cc1ccc(C)c(NC(=O)CC2Sc3ccccc3NC2=O)c1 (stereo not drawn) ?
PDI inh: -17; ABCB6 inh 2: 98; Glyco luc inh: 0; CaV13 ICDI inh: -5; aDG glyco act: 0.1; H9c2 protect: 9; Vif imaging: -2; MC4R barr agon: -1.2; MC4R antag cAMP: -2; m5-HT2A agonist: 10

How did Cc1ccc2nc(-c3ccccc3)c(-c3ccccc3)nc2c1 do in these assays?
PDI inh: -9; ABCB6 inh 2: 95; Glyco luc inh: 7; CaV13 ICDI inh: -5; aDG glyco act: -0.2; H9c2 protect: 5; Vif imaging: 0; MC4R barr agon: 0.4; MC4R antag cAMP: 8; m5-HT2A agonist: -1

Results for CC(/C=N\NC(=O)Cn1cncn1)=C/c1ccc(C(C)C)cc1 ?
PDI inh: -6; ABCB6 inh 2: 103; Glyco luc inh: -1; CaV13 ICDI inh: -19; aDG glyco act: 0.1; H9c2 protect: -5; Vif imaging: 6; MC4R barr agon: 1.1; MC4R antag cAMP: -9; m5-HT2A agonist: -1

What do the screens show for `CCc1ccc(Nc2n[n+](-c3ccccc3)c(-c3ccc(N(CC)CC)cc3)s2)cc1`?
PDI inh: -5; ABCB6 inh 2: inactive; Glyco luc inh: 22; CaV13 ICDI inh: -5; aDG glyco act: 0.3; H9c2 protect: -11; MC4R barr agon: 1.6; MC4R antag cAMP: 11; m5-HT2A agonist: -9

Results for O=C(Cc1ccc([N+](=O)[O-])cc1)c1ccc(O)cc1O ?
PDI inh: 5; ABCB6 inh 2: 91; Glyco luc inh: 0; CaV13 ICDI inh: -4; aDG glyco act: -0.3; H9c2 protect: -8; Vif imaging: -11; MC4R barr agon: 1.0; MC4R antag cAMP: -6; m5-HT2A agonist: -5

What do the screens show for `O=C(NCCS(=O)(=O)N1CCN(c2ccccc2)CC1)c1ccccc1F`?
PDI inh: 9; ABCB6 inh 2: 99; Glyco luc inh: -1; CaV13 ICDI inh: -6; aDG glyco act: 0.1; H9c2 protect: -2; Vif imaging: 3; MC4R barr agon: -1.3; MC4R antag cAMP: 0; m5-HT2A agonist: -1

Results for O=C(Nc1cccn(Cc2c(Cl)cccc2Cl)c1=O)C1CC1 ?
PDI inh: 5; ABCB6 inh 2: 92; Glyco luc inh: 0; CaV13 ICDI inh: -3; aDG glyco act: 0.2; H9c2 protect: -2; Vif imaging: 0; MC4R barr agon: 2.5; MC4R antag cAMP: 2; m5-HT2A agonist: 4

Results for COCCN1Cc2cccc(C(=O)NCCc3ccccc3)c2C1=O ?
PDI inh: 0; ABCB6 inh 2: 98; Glyco luc inh: 1; CaV13 ICDI inh: -10; aDG glyco act: -0.1; H9c2 protect: 12; Vif imaging: -11; MC4R barr agon: 0.4; MC4R antag cAMP: 0; m5-HT2A agonist: -7

Results for CCOC(=O)C1CCN(Cc2cn[nH]c2-c2ccc(C)cc2)CC1 ?
PDI inh: -5; ABCB6 inh 2: 99; Glyco luc inh: 0; CaV13 ICDI inh: -4; aDG glyco act: -0.2; H9c2 protect: 4; Vif imaging: 1; MC4R barr agon: -0.1; MC4R antag cAMP: -5; m5-HT2A agonist: 0

Results for COCCn1c(=O)c2c(nc3n2CCCN3CCc2ccc(OC)c(OC)c2)n(C)c1=O ?
PDI inh: 0; ABCB6 inh 2: 95; Glyco luc inh: 1; CaV13 ICDI inh: -4; aDG glyco act: 0.0; H9c2 protect: 16; Vif imaging: 4; MC4R barr agon: -1.1; MC4R antag cAMP: 9; m5-HT2A agonist: 3

Results for CN1CCN(C(=O)c2cc(COc3c(F)cccc3F)on2)CC1c1ccccc1 (stereo not drawn) ?
PDI inh: -2; ABCB6 inh 2: 99; Glyco luc inh: 0; CaV13 ICDI inh: -3; aDG glyco act: -0.2; H9c2 protect: -4; Vif imaging: 1; MC4R barr agon: -1.3; MC4R antag cAMP: 5; m5-HT2A agonist: -1

High-throughput results (PubChem)
